# High-throughput results: PubChem BioAssay, National Center for Advancing Translational Sciences (NCATS)
# GLS inh = blocks human kidney-isoform glutaminase activity | O94925 | GLS enzymatic activity, qHTS titration | Potency, µM (series often up to 45.5 µM), for the others: at the top dose activity change, negative = inhibition, hits mostly inhibitors | actives 0.21% (n = 410,000); further: on the % scale 0 is the no-effect control and ±100 the full control effect
#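 Glutamate formation by hKGA was monitored fluorometrically using coupled glutamate oxidase, HRP and Amplex Red. Substrate was added as 1 mM L-glutamine solution; incubation was 30 min at RT after an initial read.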
# HP1b binding inh = HP1-beta chromodomain-methylated histone interaction inhibition; P83916; AlphaScreen HP1-beta / biotin-H3K9me3 peptide binding; Potency, µM (top dose mostly 114 µM), for the others: at the highest dose activity change, negative = inhibition, actives largely listed as inhibitors; actives 0.56% (n = 390,000); AID 540317; further: nearly all actives have a fitted effect of over 70% in size; inactives centre near 23
# Target sequence (P83916 whole entry, looked up): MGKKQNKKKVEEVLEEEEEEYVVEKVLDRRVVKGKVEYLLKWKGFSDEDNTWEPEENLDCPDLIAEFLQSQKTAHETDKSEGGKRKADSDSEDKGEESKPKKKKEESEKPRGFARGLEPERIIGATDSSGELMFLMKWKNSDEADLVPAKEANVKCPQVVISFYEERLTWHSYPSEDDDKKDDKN
#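 Compound inhibition of the preformed complex between 50 nM HP1-beta and 50 nM biotinylated H3K9me3 peptide was read by AlphaScreen. Buffer was PBS pH 7.4 with 0.01% Tween-20. Incubations ran 30 min at room temperature, with 10 ug/mL donor/acceptor beads.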
# ERG Ets-DNA blk = inhibitors of human ERG Ets domain-DNA interaction; Potency, µM (titrated, usually from 76.9 µM), inactives show at the highest dose FP activity, negative = inhibition, hits mostly inhibitors; P11308; actives 0.028% (n = 370,000); fluorescence polarization, His-ERG Ets domain / labelled DNA; active means well fitted inhibition curve with a large enough effect in the polarisation, with a control signal flat; inconclusive means small, poorly fitted or top-dose-only effect, or effect the other way, or a change in a side signal; inactive means no such curve, though single readings can be large or run the other way; the % refers to the polarisation;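 further: polarization taken with two DNA probes labelled with fluorescein and Texas red; % of control where 0% means no effect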
# Target sequence (P11308 whole entry, looked up, the tested form may be a part): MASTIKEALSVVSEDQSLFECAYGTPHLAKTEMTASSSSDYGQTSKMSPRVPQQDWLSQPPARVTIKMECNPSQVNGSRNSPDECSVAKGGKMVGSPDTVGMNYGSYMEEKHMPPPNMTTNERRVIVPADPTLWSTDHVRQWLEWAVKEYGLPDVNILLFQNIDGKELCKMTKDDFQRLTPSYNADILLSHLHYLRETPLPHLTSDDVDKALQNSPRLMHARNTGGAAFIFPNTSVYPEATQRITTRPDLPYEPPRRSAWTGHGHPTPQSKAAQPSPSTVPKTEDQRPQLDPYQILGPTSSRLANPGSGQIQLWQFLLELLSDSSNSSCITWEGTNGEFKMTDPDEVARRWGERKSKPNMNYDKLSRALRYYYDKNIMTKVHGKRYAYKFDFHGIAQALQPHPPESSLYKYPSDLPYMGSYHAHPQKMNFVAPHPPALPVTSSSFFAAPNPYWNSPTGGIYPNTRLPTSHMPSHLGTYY
#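 His-tagged ERG Ets domain (1 uM in the protein solution; 300mM KCl, 50mM Tris-HCl, 1mM EDTA, 1mM DTT, pH 7.5) received compound, then a probe mix of 5 nM fluorescein-DNA and 100nM Texas-615-DNA. Fluorescence polarization was read for both dyes.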
# Pin1 inh = blocks the human prolyl isomerase Pin1; AID 504891; actives 0.009% (n = 390,000); Pin1 FP peptide displacement, HiFluor488, 10 min; Q13526; Potency, µM (titrated, usually from 115 µM), for the others: at the top dose activity, negative = inhibition, actives largely listed as inhibitors; active means well fitted inhibition curve with a large enough effect in the polarisation, with a control signal flat, not every such curve was filed as active; inconclusive means small, poorly fitted or top-dose-only effect, or effect the other way, or a change in a side signal; inactive means no such curve, though single readings can be large or run the other way; the % refers to the polarisation; further: on the % scale 0 is the no-effect control and ±100 the full control effect
# Target sequence (Q13526 whole entry, looked up): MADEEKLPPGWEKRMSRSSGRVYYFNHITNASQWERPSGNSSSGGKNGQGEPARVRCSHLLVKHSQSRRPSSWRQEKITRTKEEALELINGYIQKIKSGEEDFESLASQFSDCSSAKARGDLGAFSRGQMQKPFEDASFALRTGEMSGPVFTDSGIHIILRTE
# PGK inhibitor = inhibitors of T. brucei phosphoglycerate kinase. P07378. PGK/GAPDH coupled, Kinase-Glo luminescence, 60 min. Potency, µM (top dose mostly 57.5 µM), inactives show top-dose activity change, negative = inhibition, hits mostly inhibitors. actives 0.043% (n = 380,000); further: on the % scale 0 is the no-effect control and ±100 the full control effect; nearly all actives have a fitted effect of over 60% in size
#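 Recombinant glycosomal PGK reaction used 1,3-bisphosphoglycerate generated in-well by GAPDH (100nM final) in 100mM TEA pH 7.6, 5mM MgCl2, 0.01% Tween-20. After 60 minutes at room temperature, ATP was read by Kinase-Glo Plus luminescence end-point.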
# RGS4 inhibitor = blocks human RGS4-accelerated GTP hydrolysis. Transcreener GDP fluorescence polarization, RGS4-accelerated GTP hydrolysis. Potency, µM (titrated, usually from 114 µM), inactives show top-dose activity change, negative = inhibition, usual class: inhibitors. P49798. actives 0.039% (n = 390,000); further: on the % scale 0 is the no-effect control and ±100 the full control effect; nearly all actives have a fitted effect of over 75% in size; some results filed as inactive show a strong effect at the top dose
# Target sequence (P49798 whole entry, looked up): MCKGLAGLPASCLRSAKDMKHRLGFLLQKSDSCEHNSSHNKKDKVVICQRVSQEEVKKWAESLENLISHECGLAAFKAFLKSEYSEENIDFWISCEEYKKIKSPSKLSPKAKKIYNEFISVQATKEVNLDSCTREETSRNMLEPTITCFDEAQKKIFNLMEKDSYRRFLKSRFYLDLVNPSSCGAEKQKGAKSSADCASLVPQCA
#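 MLSMR compounds (23 nl, pin-transferred) preincubated 10 min at room temperature with a 500nM (2x) first reagent, then RGS4 at 900nM (2x) plus Transcreener GDP mix added; fluorescence polarization (620/688 nm) read before and after 90 min at 30 °C.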
# JMJD2A Tudor inh = JMJD2A Tudor domain (human) inhibition; O75164; Potency, µM (doses to about 114 µM), for the others: at the top dose activity change, negative = inhibition, usual class: inhibitors; actives 4.4% (n = 390,000); AlphaScreen JMJD2A-Tudor / H3K4me3 peptide binding; further: on the % scale 0 is the no-effect control and ±100 the full control effect; nearly all actives have a fitted effect of over 50% in size
# rTrxR1 inhibitor = blocks rat thioredoxin reductase 1; Potency, µM (series often up to 114 µM), inactives show top-dose activity change, negative = inhibition, actives largely listed as inhibitors; actives 1% (n = 390,000); recombinant rTrxR1, NADPH fluorescence consumption, selenite substrate; further: on the % scale 0 is the no-effect control and ±100 the full control effect; nearly all actives have a fitted effect of over 65% in size
#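 Rat TrxR1 (90 nM in the dispensed reagent) was pre-reduced with 400 uM NADPH for 5 min at room temperature, then incubated with compound for 15 min. After 400 uM selenite was added, NADPH fluorescence (Ex 340/Em 450 nm) was followed for 8 min.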
# 12-LOX inh = blocks human arachidonate 12S-lipoxygenase. P18054. purified 12hLO, xylenol orange hydroperoxide absorbance. Potency, µM (doses to about 108 µM), for the others: at the highest dose activity change, negative = inhibition, most hits filed as inhibitors. actives 1.1% (n = 580,000); further: on the % scale 0 is the no-effect control and ±100 the full control effect
#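 Purified human 12hLO at 150 nM in 25 mM Hepes, 0.01% Triton X-100, pH 7.0, preincubated 15 min at room temperature with compound. Reaction started with 40 uM arachidonic acid, 30 min at room temperature. Hydroperoxide measured by Fe-xylenol orange, 573/405 nm absorbance ratio.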
# Numbers without * were called inactive; i = inactive; ? = inconclusive; / = not tested or not shown; [ ] = remark or other dose. Unless noted, the call rests on the fitted dose curve; in most records, active means well fitted curve in the direction sought with a large enough effect; inconclusive means small, poorly fitted or top-dose-only effect, or another doubt; inactive means no such curve, though single readings can be large; an effect the other way counts as inactive or inconclusive. Potency means the concentration at half of the fitted maximal effect. An excerpt; rates above refer to the full screens.
no.	SMILES	ERG Ets-DNA blk	Pin1 inh	RGS4 inhibitor	rTrxR1 inhibitor	12-LOX inh	JMJD2A Tudor inh	GLS inh	HP1b binding inh	PGK inhibitor
1	Clc1cnc(N/N=C/c2ccncc2)c(Cl)c1	-2%	-8%	25%	15%	?	-17%	15%	22%	8%
2	CC(C)=CCC/C(C)=C/C(=O)O	5%	0%	-8%	7%[57.1 µM]	37%[activator]	4%	-5%	45%[activator]	i
3	CCCOc1ccc(C(=O)Nc2cc3c(cc2N2CCOCC2)n(C)c(=O)n3C)cc1	12%	3%	8%	1%	-22%	2%	-5%	41%[activator]	-12%
4	CC(C)CCn1cnc2c(cnn2-c2ccc(F)cc2)c1=O	-1%	6%	0%	34%[activator]	0%	-12%	-2%	33%	-9%
5	NC(=O)C1CCN(C(=O)c2ccc3c(=O)n(Cc4ccco4)c(SCc4ccc([N+](=O)[O-])cc4)nc3c2)CC1	8%	-4%	39%	10%	-10%	3%	2%	27%	-3%
6	Cc1cc(NC(=O)c2cccnc2Cl)ccc1NC(=O)c1cc2ccccc2o1	-16%	0%	-8%	11%[57.1 µM]	-35%	6%	-6%	27%	i
7	O=C(CCCSc1nc2ccccc2[nH]1)NCc1ccccc1	-3%	-3%	-4%	20%	10%	8%	0%	39%[activator]	-1%
8	Oc1ccccc1N1CCN(c2ncccn2)CC1	-5%	0%	9%	14%[57.1 µM]	16%	-12%	61%[activator]	20%	4%
9	COc1cccc(CNC(=O)c2ccc(COc3ccccc3)cc2)c1	-7%	7%	21%	10%	-9%	-6%	2%	8%	-7%
10	COC(=O)c1cc2sc(Cl)cc2n1Cc1nc(-c2ccccc2)oc1C	-9%	-1%	13%	-6%	0%[57.4 µM]	-12%	2%	25%	-2%
11	CCc1cccc(NC(=O)CSc2nnc(-c3cc4occc4n3C)n2-c2ccccc2C)c1	0%	10%	-1%	26%	-30%	?	-9%	-2%	-4%
12	CCCCNC(=O)CC1SC(=NCC)N(CC)C1=O (stereo unspecified)	4%	-2%	24%	13%	-3%	14%	7%	34%	4%

# As entered above.
# CC(C)=CCC/C(C)=C/C(=O)O – GLS inh = -5%
# CCCCNC(=O)CC1SC(=NCC)N(CC)C1=O (stereo unspecified) – JMJD2A Tudor inh = 14%
# COC(=O)c1cc2sc(Cl)cc2n1Cc1nc(-c2ccccc2)oc1C – 12-LOX inh = 0%[57.4 µM]

# Other compounds
no.	SMILES	ERG Ets-DNA blk	Pin1 inh	RGS4 inhibitor	rTrxR1 inhibitor	12-LOX inh	JMJD2A Tudor inh	GLS inh	HP1b binding inh	PGK inhibitor
13	OCCn1c(C(F)(F)F)nc2ccccc21	9%	-4%	-10%	11%	-16%	0%	-4%	26%	/
14	CCn1cc(S(=O)(=O)c2ccc(C)cc2)c(=O)c2cc(OC)ccc21	-4%	-2%	14%[11.4 µM]	10%	-16%	-14%	0%	29%	4%
15	CCOC(=O)c1ccccc1NC(=O)COC(=O)CC1CCCCC1	0%	-13%	-46%	-3%	11%	114%[activator]	0%	172%[activator]	-6%
16	CC1=C(C(=O)NC(C)c2ccc3c(c2)OCCO3)C2(CCC(C)CC2)OC1=O (stereo unspecified)	-6%	-1%	-5%	12%[57.1 µM]	284%[activator]	-8%	-2%	27%	-1%
17	Cc1nc(SCC(=O)N2CCOCC2)c2c(=O)n(C)c(=O)n(C)c2n1	-1%	0%	4%	5%	22%	-7%	10%	14%	7%
18	CCOC(=O)c1nc(C)[nH]c1C(=O)OCC	6%	3%	20%	12%	?	18µM*	13%	7%	13%
19	Clc1ccc(-c2nnc(-c3ccco3)o2)cc1	/	-2%	19%	36%[activator]	-15%	-10%	0%	13%	/
20	Cc1cc(OCc2nc(-c3cccnc3)no2)c(C)cc1Br	11%	0%	11%	16%	392%[activator]	-7%	1%	52%[activator]	1%
21	N#Cc1ccc(OCC(=O)NCCc2ccccn2)cc1	-1%	-3%	37%	11%	0%	-9%	16%	28%	4%
22	N#CC(=C1Nc2ccccc2N1)S(=O)(=O)c1ccccc1	24%	-9%	?	-9%[57.1 µM]	?	25µM*	?	-17%	-5%
23	Cc1ccc(N=Cc2c(O)n(-c3cc(Cl)ccc3N3CCOCC3)c(=O)c3ccccc23)cc1C	-15%	10%	4%[11.4 µM]	-8%	0%	-30%[11.4 µM]	0%	-20%	-2%
24	COc1cc(OC)c(C(=O)NNC(=O)c2ccc(NS(=O)(=O)c3cccs3)cc2)cc1OC	-5%[15.4 µM]	-3%	1%	15%	6%	-5%	13%	24%	2%
25	Cc1ccc(Oc2ccccc2/C=C/C(=O)O)cc1	-3%	5%	-21%	-14%	0%	-13%	17%	8%	-5%
26	O=C(NCc1ccccc1)C1=C[C@H](c2ccccc2)C[C@H](OCc2ccc(CO)cc2)O1	2%	11%	-3%	8%	-30%	-23%	6%	13%	-2%
27	CCOC(=O)c1ccc(N2CN=C3SCC(=O)N3C2)cc1	-11%	-6%	-2%	?	0%	-6%	-2%	30%[activator]	-8%
28	CCOCc1nnc(NC(=O)C2CC(=O)N(CCc3ccc(F)cc3)C2)s1 (stereo unspecified)	0%	4%	-25%	15%	-10%	-16%	0%	-8%[57 µM]	-5%
29	Cc1csc(=O)n1CCC(=O)OC(C)C(=O)Nc1ccc(N2CCOCC2)cc1 (stereo unspecified)	6%	2%	5%	8%	129%[activator]	-14%	17%	16%	-2%
30	COc1cc(C(=O)NNC(=S)NC(=O)c2ccc3c(c2)OCO3)cc(OC)c1OC	6%	-3%	-42%	?	?	-23%	26%	1%	-10%
31	Clc1cccc(C2Nc3cccc4cccc(c34)N2)c1	26%	-13%	-44%	25µM*	3.5µM*	?	2%	?	0%
32	O=C(Cc1c(F)cccc1Cl)Nc1ccc(-n2cnnn2)cc1	2%	0%	-25%	22%[57.1 µM]	0%	-3%	-4%	43%[activator]	i
33	Cc1ccc(-n2ncc(C(=O)NCCCN3CCN(C)CC3)c2C2CCN(C(=O)OC(C)(C)C)CC2)cc1	0%	0%	?	12%	-22%	-1%	2%	33%	-5%
34	O=C(Nc1ccc(O)cc1)N1CCOCC1	-12%	2%	-26%	13%	?	-4%	5%	39%[activator]	-7%
35	Nc1nnnn1/N=C/c1ccc(F)cc1	-2%	-1%	9%	8%	0%	-13%	3%	44%[activator]	-8%
36	CCC1(c2ccc(F)cc2)NC(=O)N(CC(=O)N(C)C2CCS(=O)(=O)C2)C1=O (stereo unspecified)	5%	-6%	-4%	-6%	4%	9%	0%	26%	i
37	CCCNC(=O)c1ccc2c(=O)c(O)c(-c3ccc(Cl)c([N+](=O)[O-])c3)[nH]c2c1	-2%	-10%	17%	21%	-7%	-18%	1%	23%	-3%
38	COc1ccccc1NC(=O)CN(Cc1ccco1)C(=O)c1cccs1	1%	-3%	-19%	-28%	-22%	-11%	/	13%	-14%
39	O=C(NC1CCCCC1)c1ccc(S(=O)(=O)N2CCCC2)cc1	-1%	-5%	-18%	3%	-10%	-13%	4%	18%	-2%
40	COc1ccc(CNC(=O)CN(C(=O)c2ccc(CN3CCOCC3)o2)C2CCCC2)cc1	/	-4%	12%	?	12%	-10%	3%	30%	/
41	Cn1ncc(C#N)c1NC(=O)C1CC(c2ccccc2Cl)=NO1 (stereo unspecified)	11%	-6%	-12%[56.9 µM]	21%	0%	?	-1%	0%	-9%
42	CCOc1ccccc1NC(=O)CC1Nc2ccccc2NC1=O (stereo unspecified)	-4%	6%	13%	-56%	?	-23%	6%	8%	-6%
43	COc1ccc(OC)c(S(=O)(=O)N2Cc3ccccc3CC2C(=O)Nc2nccs2)c1 (stereo unspecified)	-2%	1%	14%	2%[57.1 µM]	2%	-15%	-3%	39%	-7%
44	Cn1c(=O)c2c(-c3ccccc3)n(-c3ccccc3O)cc2n(C)c1=O	/	2%	17%	21%	8%[57.4 µM]	-3%	7%	18%	/
45	Cc1cc(Br)ccc1OCCCCNC(C)(C)C	9%	-11%	?	-4%	?	28µM*	7%	11%	3%
46	O=c1[nH]c(SCc2cccc(Cl)c2)nc2[nH]ncc12	7%	6%	8%	-2%	0%	-15%	-5%	31%	i
47	C/C(=N\NC(=O)CSc1nnc(C)s1)c1ccc(O)cc1	/	-1%	5%	4%	-15%	-6%	3%	21%	-1%
48	Cc1cccc(C)c1OCc1cc(C(=O)N(C)Cc2nc3ccccc3[nH]2)no1	?	0%	-40%	8%	10%	-13%	0%	38%	-1%
49	O=C(C1CCC(=O)N(C2CC2)C1)N(CCO)Cc1ccccc1 (stereo unspecified)	-4%	-17%	5%	8%	10%	7%	9%	22%	-3%
50	COCCN(C(=O)Cc1cccs1)C(C(=O)NC1CCCC1)c1cc(OC)c(OC)c(OC)c1 (stereo unspecified)	25%	-11%	6%	30%[11.4 µM]	0%	-6%	-15%	5%	9%
51	CC(=O)C1=C(O)C(=O)N(c2nnn(C)n2)C1c1cccs1 (stereo unspecified)	-3%	-28%	0%	-1%	?	-28%	1%	28%	-7%
52	O=C(Nc1ccccc1)SC1CCCCC1	-6%	1%	-12%	-3%	-5%	20%	3%	70%[activator]	4%
53	CC(C)Oc1cc(NC(=O)CS(=O)CC(=O)Nc2cccc(C(F)(F)F)c2)c(Cl)cc1Cl (stereo unspecified)	/	14%	-16%	6%	?	-29%	4%	18%	-2%[11.5 µM]
